# Compound activity deposited in PubChem by several laboratories.
# TNAP inh no acc: TNAP (human) inhibition, acceptor-free conditions. actives 0.26% (n = 200,000). P05186. purified TNAP, CDP-star luminescence, 30 min. inhibition, % at 20 µM. AID 1012;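 active = tissue-nonspecific alkaline phosphatase inhibition above about 50% at 20 µM in the single-dose screen, limit read from the data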;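 note: 0% = DMSO negative control and 100% = EDTA positive control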
# Target sequence (P05186 whole entry, looked up): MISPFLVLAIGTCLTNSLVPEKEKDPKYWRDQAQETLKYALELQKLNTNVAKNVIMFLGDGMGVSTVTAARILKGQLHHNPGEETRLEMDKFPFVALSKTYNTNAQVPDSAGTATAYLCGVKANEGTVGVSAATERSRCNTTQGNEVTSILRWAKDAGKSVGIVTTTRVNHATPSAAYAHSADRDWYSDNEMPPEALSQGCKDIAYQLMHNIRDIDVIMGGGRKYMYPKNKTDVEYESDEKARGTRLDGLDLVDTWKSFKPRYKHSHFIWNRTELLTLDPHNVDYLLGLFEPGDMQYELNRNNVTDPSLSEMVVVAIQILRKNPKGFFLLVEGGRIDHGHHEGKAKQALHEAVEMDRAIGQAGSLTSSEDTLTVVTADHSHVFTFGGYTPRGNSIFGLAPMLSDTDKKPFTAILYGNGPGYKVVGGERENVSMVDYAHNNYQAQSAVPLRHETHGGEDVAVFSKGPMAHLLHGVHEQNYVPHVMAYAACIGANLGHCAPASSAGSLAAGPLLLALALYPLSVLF
# PPARg SRC-1 ag: agonists of human PPARgamma SRC-1 coactivator recruitment. P37231. PPARgamma-SRC-1 coactivator recruitment biochemical assay. actives 0.41% (n = 200,000). activation, % at 8 µM; in the data active = activation above about 19%;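 note: 0% = DMSO and 100% = reference agonist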
# Target sequence (P37231 whole entry, looked up): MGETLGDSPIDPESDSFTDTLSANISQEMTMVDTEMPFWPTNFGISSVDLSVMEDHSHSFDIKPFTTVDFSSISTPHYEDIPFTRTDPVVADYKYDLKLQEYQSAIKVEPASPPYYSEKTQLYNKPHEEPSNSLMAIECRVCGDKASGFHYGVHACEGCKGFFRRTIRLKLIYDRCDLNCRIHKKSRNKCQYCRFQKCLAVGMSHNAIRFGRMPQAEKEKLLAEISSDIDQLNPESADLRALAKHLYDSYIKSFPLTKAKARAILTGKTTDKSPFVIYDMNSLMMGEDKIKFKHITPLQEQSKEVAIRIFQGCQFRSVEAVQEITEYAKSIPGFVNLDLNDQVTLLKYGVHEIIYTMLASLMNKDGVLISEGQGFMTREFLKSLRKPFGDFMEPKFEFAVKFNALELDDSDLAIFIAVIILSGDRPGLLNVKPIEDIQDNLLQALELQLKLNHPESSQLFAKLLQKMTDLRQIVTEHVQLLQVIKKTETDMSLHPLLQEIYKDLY
# TNAP inh hiacc: inhibitors of human TNAP at high phosphate acceptor concentration; inhibition, % at 20 µM; AID 1135; P05186; actives 0.03% (n = 200,000); purified TNAP, CDP-star luminescence, 1 M DEA;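 active = over 50% inhibition of tissue-nonspecific alkaline phosphatase at 20 µM in the single-dose screen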;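 note: plate controls were DMSO wells for no effect and EDTA-quenched wells as full inhibition for full effect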
# bIAP activator: intestinal alkaline phosphatase (bovine) activation; purified bovine IAP, CDP-star luminescence, 30 min; hits give high values; fold of DMSO-control signal, blank-subtracted; activation factor at 20 µM; actives 0.17% (n = 200,000); AID 1016;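 active = activation factor of 2 or more at 20 µM, a signal rise over negative controls twice the positive control's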
# TNAP act hi DEA: activators of human TNAP at high phosphate acceptor concentration | activation factor at 20 µM | P05186 | 200,000 tested, under 10 active | purified TNAP, CDP-star luminescence, 1 M DEA, 30 min; hits give high values; 0 = EDTA background, 1 = DMSO-only activity;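 active = activation factor at least 2 at 20 µM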
#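 Control set: EDTA negative control, DMSO positive control / Assay system: human TNAP / Quantity: TNAP 1/800 final / Evaluation: TNAP activation factor scaled between EDTA and DMSO control wells / Measured by: luminescent substrate turnover signal / Compound dosing: one dose, 20 µM / Times: 30 min enzyme reaction at room temperature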
# TR-FRET SRC-2 ct: counter-screen for PPARgamma SRC-2 recruitment agonists: TR-FRET artefact. hits give high values. TR-FRET ratio at 8 µM. actives 0.4% (n = 200,000). AID 1049; in the data active = TR-FRET ratio above about 2000; note: inactives centre near 1500
# Efa HMGR inh: inhibitors of class II HMG-CoA reductase from Enterococcus faecalis; purified E. faecalis HMGR, NADPH absorbance 340 nm kinetic; inhibition, % at 10 µM; actives 0.41% (n = 190,000); AID 1066;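 active = inhibition above a set limit, the median over all tested compounds plus 3 SD, cut at about 9.5% in these data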;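 note: enzyme runs in reverse so mevalonate oxidation gives rising NADPH absorbance; 0% = complete reaction with DMSO and 100% = background rate lacking mevalonate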
# PPARg SRC-2 ag: agonists of SRC-2 recruitment by human PPARgamma | P37231 | AID 1032 | actives 0.34% (n = 200,000) | PPARgamma LBD-SRC-2 recruitment, biochemical | activation, % at 8 µM; in the data active = activation above about 22%;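 note: 0% = vehicle and 100% = reference agonist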
# bIAP inhibitor: intestinal alkaline phosphatase (bovine) inhibition; purified bovine IAP, CDP-star luminescence, 30 min; inhibition, % at 20 µM; 190,000 tested, under 10 active; AID 1019;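 active = over 50% inhibition of intestinal alkaline phosphatase at 20 µM in the single-dose screen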
#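 System: Purified bovine intestinal alkaline phosphatase (IAP) enzyme | Input: IAP diluted 1/65,000,000 in the well | Also added: CDP-star chemiluminescent phosphatase substrate, 30 µM final | Dosing: 20 µM single dose | Times: Enzyme reaction for 30 min at room temperature | Detection: Luminescence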
# PPARg SRC3 recr: promotes SRC-3 coactivator recruitment by human PPARgamma | P37231 | biochemical PPARgamma/SRC-3 coactivator recruitment assay | activation, % at 8 µM | actives 0.26% (n = 200,000) | AID 731; in the data active = activation above about 23%;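 note: 0% = DMSO and 100% = reference agonist; some compounds past the cut are filed as inactive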
# Starred values were filed as active, the others as inactive; nt = not tested or not shown. Hits appear at their usual frequency (roughly 1.6% active in at least one column).
SMILES,TNAP inh no acc,PPARg SRC-1 ag,TNAP inh hiacc,bIAP activator,TNAP act hi DEA,TR-FRET SRC-2 ct,Efa HMGR inh,PPARg SRC-2 ag,bIAP inhibitor,PPARg SRC3 recr
COc1ccc(C(=O)n2nc(-c3ccco3)nc2SC)cc1OC,-9,0,-4,0.9,1,1367,-3,10,12,-9
CCOCCCn1c(=N)c(C(=O)Nc2cc(C)on2)cc2c(=O)n3ccccc3nc21,nt,2,nt,nt,nt,1524,nt,4,nt,-5
O=c1c2ccccc2nc(SCc2ccc([N+](=O)[O-])cc2)n1-c1ccc(Cl)cc1,2,-5,-5,1,1.1,1637,-11,-5,-4,0
CC(C)C(=O)NC(=O)[C@@H]1CCCN1C(=O)/C=C/c1ccccc1,-10,1,-2,0.9,1,1434,-2,11,6,-3
CCN(CC)S(=O)(=O)c1ccc(-c2csc(C)n2)cc1,-12,-2,-5,0.8,1,1548,-2,1,18,3
O=C1/C(=C/c2cccnc2)CC/C1=C\c1cccnc1,5,3,-5,1,1,1621,-2,-1,1,3
CC(=O)c1cccc(NC(=O)Cn2cc3c(n2)CCCC3)c1,-8,5,-6,0.9,1.1,1663,-8,6,12,2
Cc1oncc1-c1csc(-c2ccccc2Cl)n1,-7,-1,-2,0.9,1,1693,0,4,6,0
COc1ccc(C(=O)NC(CC(=O)O)c2cc([N+](=O)[O-])ccc2Cl)cc1 (centres undefined),-14,7,-4,1.2,1,1652,0,0,-19,6
COc1ccc(S(=O)(=O)N2CCCCC2)cc1NC(=O)c1ccc2ccccc2n1,-10,0,-4,0.9,1,1529,-2,-4,13,-1
COc1ccc(N2CCN(CC(=O)Nc3nnc(-c4ccccc4)s3)CC2)cc1,-20,6,-1,1,1,1575,-6,10,2,1
O=C(NCCOC(=O)C1COc2ccccc2O1)c1cccnc1 (centres undefined),-15,1,-6,0.9,1.1,1390,-3,-1,10,1

# Looked up above:
# Cc1oncc1-c1csc(-c2ccccc2Cl)n1 – TNAP act hi DEA: 1
# O=c1c2ccccc2nc(SCc2ccc([N+](=O)[O-])cc2)n1-c1ccc(Cl)cc1 – bIAP activator: 1

# Further entries follow:
SMILES,TNAP inh no acc,PPARg SRC-1 ag,TNAP inh hiacc,bIAP activator,TNAP act hi DEA,TR-FRET SRC-2 ct,Efa HMGR inh,PPARg SRC-2 ag,bIAP inhibitor,PPARg SRC3 recr
Cc1nnc(NCCc2ccccc2)[nH]c1=O,-6,5,-1,0.9,1,1538,2,-6,8,-5
Cc1cc(-c2c(C)n([O-])c(C)c(C)[n+]2=O)ccc1F,6,5,-7,1,1.1,1506,3,0,3,6
CCOc1cc(CNc2ncc(-c3ccc(OC)cc3)n2C)ccc1O,-6,-2,-3,1.2,1,1521,-2,0,-19,3
Cc1nn(CC#N)c(=O)n1N(C)c1ncc(C(F)(F)F)cc1Cl,-3,-4,-4,0.8,1,1493,-4,-3,18,2
CCc1ccc(Nc2nnc(SCC(=O)N(C)CC(=O)Nc3ccccc3CC)s2)cc1,-4,-1,-8,0.8,1.1,1593,2,1,18,3
CCOC(=O)c1sc(NC(=O)CCC(=O)O)nc1C,-7,-3,0,1,1,1498,-5,1,-1,2
Cc1ccc(C)c(NC(=S)NNC(=O)c2csc(C)c2)c1,-172,-6,0,1,1,1611,-4,-7,1,-5
CCCS(=O)(=O)N1CCC(C(=O)NCCCN2CCC(Cc3ccccc3)CC2)CC1,-8,-4,-6,0.6,1.1,1394,-4,3,38,-2
CC(=O)NCC(=O)N(Cc1ccco1)C1(C(=O)NC2CCCCC2)CCCCC1,-12,4,-6,1,1.1,1654,-6,10,0,2
COc1ccc(-c2ccc(C#N)c(SCC(=O)Nc3sc4c(c3C#N)CCC4)n2)cc1OC,-16,11,2,0.9,1,1523,-5,7,13,2
CN(C)/C=N/c1ncc(C(=O)c2ccc(Cl)cc2Cl)s1,-5,2,-2,1.1,1,1569,-4,5,-5,-1
COc1cccc(C(C(=O)NC2CCCC2)N(C(=O)c2ccco2)c2ccc(-n3cnnn3)c(C)c2)c1OC (centres undefined),-10,10,-5,1,1,1614,4,5,-3,5
COc1ccc(C(=O)NNC(=O)c2ccccc2[N+](=O)[O-])cc1Br,-9,1,-4,1,1,1660,0,2,-3,2
CC(=O)c1cccc(NC(=O)C2CCN(C(=O)c3ccc([N+](=O)[O-])cc3)CC2)c1,-5,-6,-3,1.1,1,1587,1,0,-11,3
Cc1ccccc1S(=O)(=O)Cc1ccc(C(=O)NCc2cccnc2)o1,-6,4,-4,1.1,1,1624,3,2,-6,9
COc1ccc(C)cc1NC(=O)CSc1nnc(COc2ccc(C)cc2)n1Cc1ccco1,-6,-1,-3,1,1,1502,-1,0,5,1
Cc1cc(C)cc(OCc2nnc(SCC(=O)Nc3ccccc3)o2)c1,-12,0,1,0.9,1,1315,4,-2,7,-11
CCN(Cc1ccccc1)C(=O)c1ccc(Cl)cc1[N+](=O)[O-],-13,9,-2,1,1,1644,5,8,-1,-4
Cc1nn(Cc2ccc(Cl)c(Cl)c2)c(C)c1NC(=O)c1cc(-c2ccco2)on1,-4,6,-2,1,1,1683,4,17,0,4
Cc1ccc(Oc2nn[nH]n2)cc1,-12,4,-4,1.1,1,1651,-11,-2,-7,4
CCOCC(=O)Nc1ccc(Br)c(C)c1,-6,1,-7,0.9,1.1,1602,-3,14,5,5
CC(C)c1ccc2oc(-c3ccc(N)cc3)nc2c1,0,-5,-12,1,1.1,1627,-7,2,4,-17
COc1cc2c(cc1NC(=O)CN(C)Cc1nc3ccccc3c(=O)[nH]1)oc1ccccc12,-7,13,0,1.2,1,1552,-7,7,-17,0
O=C(Nc1cccnc1)c1cc(F)cc(F)c1,-5,-1,-7,0.9,1.1,1637,-4,-2,13,-2
CCCCCOC(=O)Cn1c(N2CCOCC2)nc2c1c(=O)[nH]c(=O)n2C,-2,0,3,1,1,1518,-21,8,2,-4
Cn1c(CNC(=O)Nc2ccccc2)nnc1SCc1ccccc1,-13,0,-4,1.1,1,1549,2,3,-6,1
Cc1cc(C)cc(NC(=O)CCC(=O)Nc2cc(C)on2)c1,-8,-5,-1,0.9,1,1619,1,-5,8,14
O=C(Nc1ncccn1)c1cc([N+](=O)[O-])cc([N+](=O)[O-])c1,-6,6,-2,0.9,1,1812,1,2,11,3
CCOc1ccc(NC(=O)c2ccco2)c([N+](=O)[O-])c1,-15,11,0,0.3,1,1595,-2,2,nt,2
CSc1ccc(C(=O)C2CCCN(C(=O)c3ccsc3)C2)cc1 (centres undefined),-2,3,-4,1.1,1,1655,-2,17,-13,0
CCCNC(=O)c1nnsc1Sc1ccc(Cl)cc1,-13,2,-9,1.1,1.1,1646,2,6,-9,0
CCC(=O)Nc1ccc(Cl)c(NC(=O)c2c(OC)cccc2OC)c1,-11,9,-7,1.2,1.1,1494,-1,9,-19,4
CC(=O)Nc1ccn(Cc2c(F)cccc2Cl)n1,-13,1,-5,1,1,1530,-2,-3,5,8
CN1/C(=C\C=N\O)C(C)(C)c2ccccc21,-6,-3,-4,1.2,1,1498,0,1,-22,-1
CCOc1ccc2nc(NC(=O)CSc3nnc(-c4ccncc4)n3CC3CCCO3)sc2c1 (centres undefined),-11,nt,-4,0.7,1,nt,nt,nt,26,nt
CCc1nc2ccccc2c(C(=O)OC2CCOC2=O)c1C (centres undefined),-13,6,-4,0.9,1,1571,0,7,7,7
N#Cc1ccc(C(=O)Nc2cccc3cccnc23)c(F)c1,-4,5,-4,1.1,1,1598,-4,4,-13,-1
Cc1ccc(C)c(NC(=O)C(C)CC2COCCO2)c1 (centres undefined),14,1,4,0.9,1,1540,1,3,6,13
CCc1c(C)nc2cc(-c3ccc(OC)cc3)[nH]n2c1=O,1,0,-1,0.9,1,1356,3,0,11,-7
Cc1ccc(-c2nnc(N3CCCCC3)c3ccccc23)cc1S(=O)(=O)NCC1CCCO1 (centres undefined),-5,7,-4,1,1,1468,0,10,0,1
O=C1CC(NCc2cccs2)C(=O)N1c1ccc(Cl)cc1 (centres undefined),-19,2,-5,0.9,1.1,1545,3,5,6,6
O=C(COC(=O)c1cccs1)c1ccc2c(c1)OCCO2,-21,4,-2,0.7,1,1627,2,4,26,9
COc1ccccc1NC(=O)CSc1nnc(C)n1CCc1ccccc1,-4,-8,4,1.1,1,1430,-8,-1,-5,2
O=C(CN1CCN(CCN2C(=O)c3cccc4cccc(c34)C2=O)CC1)c1ccc(F)cc1,17,7,21,1,0.8,1438,0,7,2,2
C=CCNC(=O)c1ccc(-c2cccc([N+](=O)[O-])c2)o1,-4,-1,0,1.1,1,1515,-2,1,-5,2
CCN(CC)C(=O)/C(=C\c1cccc([N+](=O)[O-])c1)NC(=O)c1ccco1,-9,-5,2,0.9,1,1513,2,-5,9,1

# Structural class: the compounds so far with a Cl atom.
SMILES,TNAP inh no acc,PPARg SRC-1 ag,TNAP inh hiacc,bIAP activator,TNAP act hi DEA,TR-FRET SRC-2 ct,Efa HMGR inh,PPARg SRC-2 ag,bIAP inhibitor,PPARg SRC3 recr
O=c1c2ccccc2nc(SCc2ccc([N+](=O)[O-])cc2)n1-c1ccc(Cl)cc1,2,-5,-5,1,1.1,1637,-11,-5,-4,0
Cc1oncc1-c1csc(-c2ccccc2Cl)n1,-7,-1,-2,0.9,1,1693,0,4,6,0
COc1ccc(C(=O)NC(CC(=O)O)c2cc([N+](=O)[O-])ccc2Cl)cc1 (centres undefined),-14,7,-4,1.2,1,1652,0,0,-19,6
Cc1nn(CC#N)c(=O)n1N(C)c1ncc(C(F)(F)F)cc1Cl,-3,-4,-4,0.8,1,1493,-4,-3,18,2
CN(C)/C=N/c1ncc(C(=O)c2ccc(Cl)cc2Cl)s1,-5,2,-2,1.1,1,1569,-4,5,-5,-1
CCN(Cc1ccccc1)C(=O)c1ccc(Cl)cc1[N+](=O)[O-],-13,9,-2,1,1,1644,5,8,-1,-4
Cc1nn(Cc2ccc(Cl)c(Cl)c2)c(C)c1NC(=O)c1cc(-c2ccco2)on1,-4,6,-2,1,1,1683,4,17,0,4
CCCNC(=O)c1nnsc1Sc1ccc(Cl)cc1,-13,2,-9,1.1,1.1,1646,2,6,-9,0
CCC(=O)Nc1ccc(Cl)c(NC(=O)c2c(OC)cccc2OC)c1,-11,9,-7,1.2,1.1,1494,-1,9,-19,4
CC(=O)Nc1ccn(Cc2c(F)cccc2Cl)n1,-13,1,-5,1,1,1530,-2,-3,5,8
O=C1CC(NCc2cccs2)C(=O)N1c1ccc(Cl)cc1 (centres undefined),-19,2,-5,0.9,1.1,1545,3,5,6,6
